Assay outcomes from PubChem.
IL1B NFkB pot: enhances IL-1B driven NFkB nuclear translocation; activation, % at 2 µM; actives 0.3% (n = 94,000); AID 819; HUVEC IL-1B NFkB p65 nuclear translocation imaging;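 active = activation above 40%, about the mean plus 3 SD, also judged a hit on visual image review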;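 also: percent activation is computed from the nuclear over cytoplasmic p65 intensity ratio; values of inactives mirror those of a sister screen read the other way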
PLAP inhibition: PLAP enzyme inhibitors, biochemical, luminescence, HTS (AID 690); purified PLAP, luminescent substrate; higher % means a stronger effect; inhibition, % at 20 µM; hits with a dose series show IC50 in µM; actives 0.08% (n = 96,000); in the data active = a potency from the dose series; inactive = the rest, 99 in 100 with inhibition below about 30%; also: strong numbers were not always called active
Bcl-B TR3 displacers: displacers of TR3 peptide from Bcl-B, primary screen, selectivity assay for Bfl-1 inhibitor project, biochemical, fluorescence polarization; actives 0.11% (n = 96,000); FP displacement of FITC-TR3 peptide from Bcl-B; higher % means a stronger effect; displacement, % at 20 µM; hits with a dose series show IC50 in µM;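 active = displacement above 50% at 20 µM plus a fluorescence interference ratio under 1.5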;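 also: plate controls were wells without compound for no effect and wells lacking Bcl-B protein for full effect; a part of the inactive calls stands beside numbers as strong as those of hits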
IL1B NFkB inh: blocks IL-1B driven NFkB nuclear translocation in HUVEC cells; HUVEC IL-1B NFkB p65 nuclear translocation imaging; inhibition, % at 2 µM; actives 0.43% (n = 94,000);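 active = inhibition above about 30% together with a positive call from visual inspection of the well image, limit read from the data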;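 also: nuclear over cytoplasmic p65 intensity ratio measured by imaging; 0% = IL-1B stimulated DMSO wells and 100% = unstimulated DMSO wells; values of inactives mirror those of a sister screen read the other way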
MRP reversal: MRP-mediated drug resistance reversal | H69AR cells + 2 uM doxorubicin, CellTiter-Glo, 72 h | differential viability (reversal), % at 10 µM | actives 0.04% (n = 85,000);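 active = viability drop by adding the cancer drug above about 55%, with treated viability meeting a 40% cutoff, limit read from the data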;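 also: viability without doxorubicin minus viability with 2 µM doxorubicin for each compound; larger differential means the compound sensitizes cells more to doxorubicin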
MRP reversal cytotoxicity: further read-out of MRP reversal, marked with its call; viability, %; H69AR cells, CellTiter-Glo, 72 h; measured here: cytotoxicity without doxorubicin
MRP reversal with doxorubicin: also measured in MRP reversal; calls as there; viability, %; measured here: viability with 2 uM doxorubicin; hits give low values
IL1B NFkB inh cell count 2 µM: also measured in IL1B NFkB inh; calls as there; cell count; measured here: cells passing quality filter;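 raw number of nuclei counted in each imaged well without normalization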
IL1B NFkB pot cell count 2 µM: second read-out of IL1B NFkB pot, no call of its own (marks repeat the call); cell count; measured here: cells passing quality filter
Active calls of the source: *; . = not tested or not shown. This is a subset; rates above refer to the full screens.

1: O=C(NC(=Nc1ccccc1)N1CCOCC1)Nc1ccccc1
2: CCCCC(=O)Nc1c(C)cc(C)cc1Cl
3: Cc1ccc(C)c2[nH]c(=O)c(CCNC(=O)c3cc4ccccc4o3)cc12
4: COc1cc(C2c3c(n[nH]c3C)C(=O)N2c2ccc(Br)cc2)ccc1O (stereo not given)
5: CC(=O)/C(C(=N)N1CCN(Cc2ccccc2)CC1)=C(\C)O
6: CCN(CCCNC(=O)CN1C(=O)COc2ccccc21)c1cccc(C)c1
7: CCn1c(SCC(=O)N2CCCC2)nnc1-c1ccc(N)cc1
8: CCOC(=O)c1c(C)sc2c1N(C(=O)CN(CC)CC)c1cc(Cl)ccc1S2

screen / no.	1	2	3	4	5	6	7	8
IL1B NFkB pot	3	11	.	7	2	2	26	4
IL1B NFkB pot cell count 2 µM	197	98	.	134	139	165	103	190
PLAP inhibition	-1%	9%	-38%	-67%	-10%	-12%	.	-84%
Bcl-B TR3 displacers	-3%	-8%	-7%	0%	-4%	8%	.	2%
IL1B NFkB inh	-3	-11	.	-8	-2	-2	-26	-4
IL1B NFkB inh cell count 2 µM	197	98	.	134	139	165	103	190
MRP reversal	4	6	7	7	8	7	-1	6
MRP reversal cytotoxicity	102	96	91	62	90	93	97	74
MRP reversal with doxorubicin	98	90	84	55	83	86	97	68

9: Cc1ccnc2nc(C(=O)OCCOc3ccccc3)nn12
10: COc1ccc(CC(=O)Nc2ccc(-c3noc(-c4cc(OC)c(OC)c(OC)c4)n3)cc2)cc1
11: COc1cc(/C=C(\C#N)c2nc3ccccc3[nH]2)cc(Br)c1OCc1ccc(F)cc1
12: CCCC(=O)c1ccc(N2CCCC2)c(F)c1
13: Cc1cc2ncn(C(=O)c3c(-c4ccccc4Cl)noc3C)c2cc1C
14: Cc1nn(CCC#N)c(NC(=O)c2ccc(Cl)cc2)c1P(=O)(Nc1ccc([N+](=O)[O-])cc1)N1CCOCC1 (stereo not given)
15: O=C(NC1CCCCC1)C(c1ccccc1F)N(Cc1ccco1)C(=O)Cn1nnc2ccccc21 (stereo not given)
16: CCCSc1nc2c(=O)[nH][nH]c(=O)c2n1Cc1ccccc1

screen / no.	9	10	11	12	13	14	15	16
IL1B NFkB pot	3	13	8	-12	19	13	-15	3
IL1B NFkB pot cell count 2 µM	140	141	122	119	170	179	150	102
PLAP inhibition	-5%	.	2%	.	-4%	-70%	5%	.
Bcl-B TR3 displacers	-8%	.	-99%	.	-8%	2%	-6%	.
IL1B NFkB inh	-3	-13	-8	12	-19	-13	15	-3
IL1B NFkB inh cell count 2 µM	140	141	122	119	170	179	150	102
MRP reversal	8	-4	.	10	-19	-5	1	14
MRP reversal cytotoxicity	104	21	.	98	93	84	41	98
MRP reversal with doxorubicin	96	25	.	88	112	89	40	84

17: Cc1cc2ncn(-c3nnnn3-c3ccccc3)c2cc1C
18: Cc1sc2nc(SCC(=O)N3CCOCC3)[nH]c(=O)c2c1C
19: O=C1C2CC=CCC2C(=O)N1c1nc2n(n1)C(c1ccccc1)CC(c1ccccc1)N2 (stereo not given)
20: COc1ccccc1N1CCN(C(=O)C2CCN(S(=O)(=O)c3ccc(Cl)cc3)CC2)CC1
21: Cn1nnc(NC(=O)c2cccc(OCc3ccccc3)c2)n1
22: CCCC/C(O)=C1\C(=O)CC(C)(C)CC1=Nc1ccc(OC)cc1
23: Cn1ncc(Br)c1C(=O)Nc1c(F)c(F)cc(F)c1F
24: COC(=O)c1ccccc1NC(=O)CSc1nc(NC(=O)c2ccccc2)c2c(C)c(C)oc2n1

screen / no.	17	18	19	20	21	22	23	24
IL1B NFkB pot	28	.	-5	17	1	-7	-2	-4
IL1B NFkB pot cell count 2 µM	204	.	137	133	153	153	165	99
PLAP inhibition	18%	-13%	-73%	-53%	23%	-44%	.	4%
Bcl-B TR3 displacers	-6%	-2%	1%	-9%	-2%	-4%	.	-12%
IL1B NFkB inh	-28	.	5	-17	-1	7	2	4
IL1B NFkB inh cell count 2 µM	204	.	137	133	153	153	165	99
MRP reversal	7	-15	7	.	-11	-29	21	6
MRP reversal cytotoxicity	93	64	91	.	88	44	89	63
MRP reversal with doxorubicin	86	79	84	.	99	72	68	57

25: CCC(c1nnnn1Cc1ccccc1)N(Cc1cc2cc(OC)ccc2[nH]c1=O)CC1CCCO1 (stereo not given)
26: COC(=O)c1cccc(NS(=O)(=O)c2ccc(OC)cc2)c1C
27: O=C(Nc1nccs1)NC(C(F)(F)F)C(F)(F)F
28: CN1C(=O)NC(c2ccccc2)C2=C1CN(Cc1ccccc1)C2=O (stereo not given)
29: COc1nc(NC(C)(C)C)nc(Oc2ccc(=O)n(-c3ccccc3)n2)n1
30: Cc1cccn2c(=O)c3cc(C#N)c(=N)n(CC4CCCO4)c3nc12 (stereo not given)
31: CCOc1cc(C(=O)O)cc(Cl)c1OCC#N
32: FC(F)(F)c1nnc(-c2ccccc2)nc1Oc1ccc(Cl)cc1Cl

screen / no.	25	26	27	28	29	30	31	32
IL1B NFkB pot	7	5	10	6	0	-4	14	7
IL1B NFkB pot cell count 2 µM	181	104	148	112	81	171	170	183
PLAP inhibition	-41%	.	3%	.	-19%	.	-14%	7%
Bcl-B TR3 displacers	-12%	.	18%	.	-6%	.	6%	-4%
IL1B NFkB inh	-7	-5	-10	-6	0	4	-14	-7
IL1B NFkB inh cell count 2 µM	181	104	148	112	81	171	170	183
MRP reversal	20	-26	-9	10	4	-2	1	.
MRP reversal cytotoxicity	72	23	74	94	89	64	94	.
MRP reversal with doxorubicin	52	49	82	84	85	66	93	.

33: Cc1cc(C=C(C#N)C#N)c(C)n1-c1ccccc1
34: Cn1c(=O)c2c(nc(NCc3ccco3)n2CC(O)COc2ccccc2)n(C)c1=O (stereo not given)
35: Cc1ccc(-n2c(CCC(=O)O)ccc2-c2cccs2)cc1
36: OC(COc1cccc(OCC(O)CN2CCCC2)c1)CN1CCCC1 (stereo not given)
37: CCCCCn1c(CN2CCCCC2CC)nc2c1c(=O)n(C)c(=O)n2C (stereo not given)
38: COc1cccc(OC)c1OCCOc1ccccc1OC(C)C
39: COc1ccc(OC)c(C(=O)c2coc3ccc(O)c(CN4CCOCC4)c23)c1
40: CN(C)CC(C)(C)CNC(=O)C1CCN(Cc2ccccc2O)CC1

screen / no.	33	34	35	36	37	38	39	40
IL1B NFkB pot	9	-7	12	14	.	16	-5	-25
IL1B NFkB pot cell count 2 µM	103	79	85	172	.	135	147	104
PLAP inhibition	2%	-12%	-11%	-21%	-34%	2%	-25%	6%
Bcl-B TR3 displacers	-6%	0%	-12%	0%	1%	8%	-8%	8%
IL1B NFkB inh	-9	7	-12	-14	.	-16	5	25
IL1B NFkB inh cell count 2 µM	103	79	85	172	.	135	147	104
MRP reversal	.	-3	6	4	23	7	-2	3
MRP reversal cytotoxicity	.	74	107	99	88	89	86	107
MRP reversal with doxorubicin	.	76	101	95	65	82	88	104

41: Cc1nnc(SCC(=O)N2CCCCC2)n1CC1CCCO1 (stereo not given)
42: COc1ccc(CC(=O)n2nc(-c3cccnc3)nc2N)cc1
43: O=C(CSc1nc(O)cc(=O)n1-c1ccccc1)NC1CCCCC1
44: Cc1ccc(C)c(S(=O)(=O)NCc2ccc(C(=O)N3CC(C)OC(C)C3)cc2)c1 (stereo not given)
45: CCCn1c(N)c(C(=O)CN2CCN(S(=O)(=O)c3cccs3)CC2)c(=O)[nH]c1=O
46: CCOC(=O)C1CN(S(=O)(=O)c2ccc(C)cc2)C1
47: CCOc1ccc(C(=O)NCc2cccnc2)cc1
48: CCCC(=Nc1ccc(N)cc1)C1=C(O)C(C(=O)OC)C(C)(C)CC1=O (stereo not given)

screen / no.	41	42	43	44	45	46	47	48
IL1B NFkB pot	-5	2	0	6	-3	-9	8	-2
IL1B NFkB pot cell count 2 µM	124	114	145	146	186	115	88	147
PLAP inhibition	.	-9%	-64%	.	-1%	13%	1%	5%
Bcl-B TR3 displacers	.	-5%	-39%	.	-12%	-8%	0%	0%
IL1B NFkB inh	5	-2	0	-6	3	9	-8	2
IL1B NFkB inh cell count 2 µM	124	114	145	146	186	115	88	147
MRP reversal	9	9	-18	-23	-14	.	-2	-11
MRP reversal cytotoxicity	101	104	83	64	94	.	100	20
MRP reversal with doxorubicin	92	95	101	87	108	.	102	30

Taken from above.
#44 in MRP reversal cytotoxicity → 64
#45 in IL1B NFkB pot → -3
#46 in Bcl-B TR3 displacers → -8%
#41 in MRP reversal with doxorubicin → 92
#43 in MRP reversal with doxorubicin → 101

Continuation:
49: CC(=O)Nc1ccc2c(c1)nc1n2CCSC1
50: CC(C)CN1C(=O)c2ccc(C(=O)Nc3ccccn3)cc2C1=O
51: O=[N+]([O-])c1ccc(-c2cnc(SCc3ccccc3Cl)[nH]2)cc1
52: CCOC(=O)c1nnn(-c2nonc2N)c1CN(CC)CC
53: O=[N+]([O-])c1ccc(N2CCN(c3ccc(Cl)nn3)CC2)c(Cl)c1
54: Cn1c(SCC(=O)n2c3c(c4ccccc42)CCCC3)nnc1-c1ccccc1
55: O=C(CSc1ncn(-c2ccccc2)n1)Nc1ccc(Br)cn1
56: COc1ccc(C)c(S(=O)(=O)Nc2ccc(OCC(=O)O)cc2)c1

screen / no.	49	50	51	52	53	54	55	56
IL1B NFkB pot	15	-8	-6	8	6	2	13	-11
IL1B NFkB pot cell count 2 µM	134	207	152	180	170	140	149	164
PLAP inhibition	6%	4%	-7%	-14%	-24%	22%	22%	-11%
Bcl-B TR3 displacers	10%	0%	-18%	2%	-1%	-1%	19%	-8%
IL1B NFkB inh	-15	8	6	-8	-6	-2	-13	11
IL1B NFkB inh cell count 2 µM	134	207	152	180	170	140	149	164
MRP reversal	9	.	.	16	-14	17	9	-13
MRP reversal cytotoxicity	107	.	.	100	43	95	91	93
MRP reversal with doxorubicin	98	.	.	83	57	78	82	106

57: Cc1cccn2cc(-c3ccc(F)cc3)nc12
58: CC(O)C(O)C(O)C(O)C1NCCS1 (stereo not given)
59: CCOCCCNC(=O)CCSc1ccc(C)cc1
60: O=C(O)Cc1ccc(NC(=O)c2cccs2)cc1
61: CCc1cc2c(SCC(=O)c3ccc(C)cc3)ncnc2s1
62: CCOC(=O)N1CCN(C(=O)CN(c2cccc(C)c2)S(=O)(=O)c2ccc(C)cc2)CC1

screen / no.	57	58	59	60	61	62
IL1B NFkB pot	-2	19	10	-2	-6	.
IL1B NFkB pot cell count 2 µM	155	141	143	156	87	.
PLAP inhibition	15%	12%	.	15%	.	-45%
Bcl-B TR3 displacers	-3%	0%	.	5%	.	-4%
IL1B NFkB inh	2	-19	-10	2	6	.
IL1B NFkB inh cell count 2 µM	155	141	143	156	87	.
MRP reversal	14	-8	17	-4	-5	12
MRP reversal cytotoxicity	88	80	113	85	88	88
MRP reversal with doxorubicin	74	88	96	89	93	76

6 entries from above in another layout:
cpd	SMILES	IL1B NFkB pot	IL1B NFkB pot cell count 2 µM	PLAP inhibition	Bcl-B TR3 displacers	IL1B NFkB inh	IL1B NFkB inh cell count 2 µM	MRP reversal	MRP reversal cytotoxicity	MRP reversal with doxorubicin
49	CC(=O)Nc1ccc2c(c1)nc1n2CCSC1	15	134	6%	10%	-15	134	9	107	98
50	CC(C)CN1C(=O)c2ccc(C(=O)Nc3ccccn3)cc2C1=O	-8	207	4%	0%	8	207	.	.	.
51	O=[N+]([O-])c1ccc(-c2cnc(SCc3ccccc3Cl)[nH]2)cc1	-6	152	-7%	-18%	6	152	.	.	.
52	CCOC(=O)c1nnn(-c2nonc2N)c1CN(CC)CC	8	180	-14%	2%	-8	180	16	100	83
53	O=[N+]([O-])c1ccc(N2CCN(c3ccc(Cl)nn3)CC2)c(Cl)c1	6	170	-24%	-1%	-6	170	-14	43	57
54	Cn1c(SCC(=O)n2c3c(c4ccccc42)CCCC3)nnc1-c1ccccc1	2	140	22%	-1%	-2	140	17	95	78
